KCNH2 3.1 inh = KCNH2 3.1 (human) potassium channel inhibition | 340,000 tested, 0.95% active | AID 720553 | activity change, % (tested at about 1.8 µM) | U2OS KCNH2 3.1, thallium flux FluxOr; active compounds read low;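 active = maximum activity change below -70%; inconclusive = maximum activity change from -70% to -50%; inactive = maximum activity change above -50%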;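 also: thallium influx rate constant from kinetic fluorescence after stimulation buffer; % is scaled to controls: 0 for no effect and ±100 for the full control effect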
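Normalized rate constant (relative to positive and negative DMSO controls) derived from a 2 min kinetic fluorescence read after stimulation; U2OS cells expressing the 3.1 isoform via virus at 1.77 x 10^8 /mL.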
Coupling enz = coupling enzyme interference in Giardia aldolase counter-screen; coupling enzyme system counterscreen, AmpLite Red fluorescence; activity change, negative = inhibition, % at 58.2 µM, hits read low; 290,000 tested, 0.67% active; AID 2472; in the data active = activity change below about -30%; also: % is scaled to controls: 0 for no effect and ±100 for the full control effect
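Counterscreen of the coupled detection system alone, without aldolase: glyceraldehyde-3-phosphate coupling enzymes plus AmpLite Red readout. Compounds at 57.5 uM final, 10 min RT preincubation, 20 min RT reaction, fluorescence 525/598 nm.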
ELG1 genotox = induces genotoxicity in HEK293T cells with luciferase-tagged ELG1 | 330,000 tested, 1.3% active | Potency, µM (series often up to 46 µM), without a hit: at the top dose activity change, positive = activation, most hits filed as activators | HEK293T ELG1-luciferase reporter, luminescence, 16 h; also: potency is read from the fitted curve at half-maximal effect; % of control where 0% means no effect; nearly all actives have a fitted effect of over 60% in size
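DMSO vehicle served as control against compound-treated ELG1-luciferase HEK293T cells; exposure lasted 16 hr at 37 °C and 5% CO2, followed by ONE-Glo luminescence detection after 30 min.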
RORg inh = blocks mouse ROR gamma transcriptional activity | Drosophila S2 Gal4-RORgamma UAS-luciferase reporter, 20 h | P51450 | 310,000 tested, 5.4% active | Potency, µM (titrated, usually from 53.6 µM), for inactives: at the top dose activity change, negative = inhibition, usual class: inhibitors; also: potency is read from the fitted curve at half-maximal effect; % is scaled to controls: 0 for no effect and ±100 for the full control effect; nearly all actives have a fitted effect of over 60% in size
Target sequence (P51450 whole entry, looked up, the tested form may be a part): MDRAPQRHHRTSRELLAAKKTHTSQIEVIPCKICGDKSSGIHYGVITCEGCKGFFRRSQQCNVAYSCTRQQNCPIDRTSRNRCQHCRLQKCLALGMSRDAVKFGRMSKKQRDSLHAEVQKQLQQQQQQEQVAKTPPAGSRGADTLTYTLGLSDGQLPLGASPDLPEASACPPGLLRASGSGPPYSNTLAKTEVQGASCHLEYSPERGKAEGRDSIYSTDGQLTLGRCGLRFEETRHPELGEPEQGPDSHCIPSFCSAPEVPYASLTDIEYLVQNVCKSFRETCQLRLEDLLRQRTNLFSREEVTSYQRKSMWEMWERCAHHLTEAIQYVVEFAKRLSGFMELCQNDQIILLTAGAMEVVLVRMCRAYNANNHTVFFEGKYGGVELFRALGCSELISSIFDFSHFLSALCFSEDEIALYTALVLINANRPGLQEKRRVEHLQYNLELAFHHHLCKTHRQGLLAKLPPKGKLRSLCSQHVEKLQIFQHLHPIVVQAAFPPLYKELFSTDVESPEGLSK
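Read-out: Photinus luciferase luminescence; inhibitors lower reporter signal. Insect Schneider cells with Gal4-ROR gamma fusion under metallothionein promoter, UAS reporter; 700 uM final copper sulfate induction, 20 hr, ambient temperature.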
Giardia kill = Giardia lamblia killing. 340,000 tested, 0.15% active. activity change, % at 7.66 µM, hits read low. AID 540267. Giardia lamblia trophozoite viability; in the data active = activity change below about -80%; inconclusive = between about -30% and that limit;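 also: parasites exposed to compound for two days anaerobically before the ATP read; % is scaled to controls: 0 for no effect and ±100 for the full control effect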
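Killing of trophozoites was scored by loss of ATP luminescence after a 48 hrs anaerobic exposure to compounds at 37 deg C, using 100 cells per well.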
VP16 counter = counter-screen for ROR gamma inhibitors: Gal4-VP16 reporter; Drosophila S2 Gal4-VP16 UAS-luciferase, luminescence, 20 h; Potency, µM (doses to about 53.6 µM), for inactives: top-dose activity, negative = inhibition, usual class: inhibitors; 310,000 tested, 3.5% active; AID 2546;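 also: Gal4-VP16 expression switched on by copper sulfate through the metallothionein promoter; potency is read from the fitted curve at half-maximal effect; % is scaled to controls: 0 for no effect and ±100 for the full control effect; nearly all actives have a fitted effect of over 50% in size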
Rab9 promoter act = Rab9 promoter activation; Potency, µM (titrated, usually from 9.22 µM), without a hit: at the top dose activation, negative = inhibition, hits mostly activators; AID 485297; 320,000 tested, 2.8% active; Huh7 Rab9 promoter-luciferase reporter, luminescence, 24 h; also: potency is read from the fitted curve at half-maximal effect; % of control where 0% means no effect; nearly all actives have a fitted effect of over 60% in size
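Steps: seed 1500 Huh7 Rab9-luc cells per well, rest 2 h at 37 °C; add compound in DMSO; incubate 24 h; add luciferase reagent, 10 min ambient; read luminescence.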
FLuc counter = firefly luciferase modulation, counter-screen for miR-21 project; P08659; purified FLuc, Km substrates, luminescence inhibition; Potency, µM (titrated, usually from 57.5 µM), for inactives: at the top dose activity change, negative = inhibition, actives largely listed as inhibitors; 360,000 tested, 6.9% active; AID 588342;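 also: potency is read from the fitted curve at half-maximal effect; plate controls were vehicle for no effect and reference inhibitor for full effect; nearly all actives have a fitted effect of over 55% in size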
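Biochemical qHTS of compounds, final roughly 60 µM downward over six points, against 10 nM purified firefly luciferase using Km concentrations of substrates (10 uM D-luciferin, 10 uM ATP) in Tris acetate pH 7.5 buffer; luminescence output.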
NPC1 promoter act = activates the NPC1 promoter | 320,000 tested, 2.4% active | AID 485313 | Potency, µM (top dose mostly 9.22 µM), without a hit: at the top dose activation, usual class: activators | Huh7 NPC1 promoter luciferase reporter, 24 h;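 also: potency is read from the fitted curve at half-maximal effect; % of control where 0% means no effect; nearly all actives have a fitted effect of over 60% in size; reporter is driven by a mutant NPC1 promoter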
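NPC1 promoter–luciferase Huh7 cells; 24 h compound; luminescence.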
Tb PFK inh = inhibitors of T. brucei phosphofructokinase. Potency, µM (highest dose often 57.5 µM), without a hit: top-dose activity, negative = inhibition, actives largely listed as inhibitors. T. brucei PFK, ADP-Glo luminescence. 330,000 tested, 0.17% active. O15648;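 also: potency is read from the fitted curve at half-maximal effect; 0% = uninhibited 1x PFK enzyme wells and -100% = no-enzyme wells; nearly all actives have a fitted effect of over 60% in size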
Target sequence (O15648 whole entry, looked up): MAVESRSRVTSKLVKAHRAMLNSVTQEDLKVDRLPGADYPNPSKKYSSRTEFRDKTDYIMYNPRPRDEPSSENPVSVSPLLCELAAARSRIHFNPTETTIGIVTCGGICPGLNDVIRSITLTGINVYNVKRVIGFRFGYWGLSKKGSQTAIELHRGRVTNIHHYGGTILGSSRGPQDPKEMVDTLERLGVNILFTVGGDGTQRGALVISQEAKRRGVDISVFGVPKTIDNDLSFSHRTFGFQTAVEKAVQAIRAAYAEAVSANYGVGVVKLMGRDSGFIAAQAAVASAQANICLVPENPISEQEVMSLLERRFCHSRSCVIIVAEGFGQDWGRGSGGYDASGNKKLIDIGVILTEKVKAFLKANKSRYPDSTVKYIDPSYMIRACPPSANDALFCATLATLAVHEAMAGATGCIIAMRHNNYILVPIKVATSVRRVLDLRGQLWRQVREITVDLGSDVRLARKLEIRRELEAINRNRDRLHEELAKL
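Luminescent ADP detection (ADP-Glo, two-step: ATP depletion then ADP-to-ATP conversion for luciferase) reported PFK activity after 45 min room-temperature reaction of 1.25 nM enzyme with 0.5 mM F6P and 0.1 mM ATP at pH 8.0.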
uPA surface inh = blocks generation of uPA at the cell surface. Potency, µM (top dose mostly 38.3 µM), for the others: at the highest dose activity change, negative = inhibition, most hits filed as inhibitors. 330,000 tested, 0.31% active. cell surface uPA generation assay, qHTS. AID 540303; active = well fitted inhibition curve with a large enough effect; inconclusive = small, poorly fitted or top-dose-only effect; inactive = no such curve, though single readings can be large or run the other way; tested in mouse RAW 264.7 cells; also: potency is read from the fitted curve at half-maximal effect; % is scaled to controls: 0 for no effect and ±100 for the full control effect; nearly all actives have a fitted effect of over 55% in size
Starred values were filed as active, the others as inactive; ? = inconclusive; . = no result given; [ ] = dose if it differs, or a comment. Unless noted, calls follow the shape of the dose curve; as a rule, active = well fitted curve in the direction sought with a large enough effect; inconclusive = small, poorly fitted or top-dose-only effect, or another doubt; inactive = no such curve, though single readings can be large; an effect the other way counts as inactive or inconclusive.

SMILES | KCNH2 3.1 inh | Coupling enz | ELG1 genotox | RORg inh | Giardia kill | VP16 counter | Rab9 promoter act | FLuc counter | NPC1 promoter act | Tb PFK inh | uPA surface inh
CNC(=O)c1nc(C)n(-c2cc(Cl)cc(Cl)c2)n1 | 11.2 | 3.2 | -4.4% | -31.1% | 1.1 | -4.1% | -2.8% | -0.4% | -1.3% | -5.8% | .
CCOc1ccc(C(=O)NCCCN2CCOCC2)cc1OCC | -0.4 | 0.6 | 2.6% | -14.7% | 0.7 | -2.1%[10 µM] | -2.8% | -0.4% | -5.2% | 0.8% | -3.8%
COc1ccc(/C=N/NC(=O)c2[nH]nc3c2CCc2ccccc2-3)cc1OC | -13.8 | 3.9 | -1.3% | ? | -25.6 | -6.4% | -5.8% | -7.1% | -18.6% | -19.5% | ?
O=C(CCS(=O)(=O)c1ccccc1)Nc1ccc(S(=O)(=O)Nc2nccs2)cc1 | -0.4 | . | -1.1% | . | -11.3 | . | . | . | . | -0.3% | 0.7%
COC(=O)N1C(=O)[C@@](c2ccccc2)(C(C)C)N1C(=O)OC | 9.9 | -2.9 | 6.0% | 10µM* | -18.7 | 0.9% | -2.8% | -1.8% | -8.9% | -2.6% | ?
COc1ccc(C(=O)Cc2ccccc2)cc1OC | 1.9 | 2.1 | 1.7% | -2.3% | 8.9 | 4.6% | -4.7% | -7.2% | 0.0% | 6.3% | -5.0%
Cc1ccc(C2=N/C(=C\c3c(C)nn(-c4ccccc4)c3N3CCCC3)C(=O)O2)cc1 | 5.8 | 1.2 | 1.5% | -2.4% | -11.6 | -1.1% | -3.0% | -0.2% | 1.6% | -4.3% | 10.0%
COC(=O)CN1C(=O)CC(C)(C)S(=O)c2ccccc21 (stereo not given) | 9.7 | 0.2 | -7.2% | 8.4% | -12.1 | -2.1% | 2.1% | 1.4% | -2.4% | -13.9% | -4.0%
O=C(NCCCn1ccnc1)c1ccc(NS(=O)(=O)c2ccc(Cl)c(Cl)c2)cc1 | -11.6 | . | 10.6% | . | 15.5 | . | 10.5% | 12.0% | 0.9% | 4.3% | 11.0%
COc1cccc2oc3ccc(C#CC4(N)CCCCC4)cc3c(=O)c12 | 11.1 | -1.7 | 18.3µM* | ? | 8.4 | ? | ? | 6.01µM* | ? | -1.6% | -25.5%
Cc1oc2nc(SCC(=O)Nc3ccc(S(N)(=O)=O)cc3)nc(NC(=O)c3ccccc3)c2c1C | -0.4 | 6.3 | 1.6% | ? | -12.8 | -29.5% | -2.1% | 4.1% | -3.7% | 1.0% | .
COc1ccc(CC(=O)NCc2n[nH]c(=S)n2-c2cccc(C)c2)cc1 | 1.3 | -1.2 | 0.3% | -33.8% | 10.7 | 4.4% | -2.4% | -13.4% | -3.4% | -6.8% | 0.7%
O=C(COC(=O)c1cc[n+]([O-])cc1)Nc1ccc(Cl)cc1Cl | -0.8 | . | 0.6% | . | 1.1 | . | . | . | . | 0.2% | 5.7%
CCC(C)c1ccccc1N1CC(C(=O)Nc2ccccc2N2CCCC2)CC1=O (stereo not given) | -5.2 | -0.2 | -11.0% | -34.9% | -8.6 | 2.8% | 1.8% | 4.1% | -4.5% | 4.3% | -10.8%
COc1cc(OC)c(S(=O)(=O)N2CCOCC2)cc1S(=O)(=O)N1CCOCC1 | 5.4 | 0.5 | 3.4% | -6.3% | 12.9 | 4.9% | 9.3% | 2.2% | -0.2% | ? | 3.9%
Cc1ccc(S(=O)(=O)NNC(=O)c2ccc(NC(=O)C3CC3)cc2)cc1 | 21.7 | . | 8.0% | -5.4% | 2.0 | -9.7% | -1.2% | 1.6% | -1.8% | 1.1% | 6.8%
Cc1ccc(C)c(NC(=O)CSc2nnc(CSc3nc(C)cc(C)n3)n2Cc2ccco2)c1 | -2.7 | 3.7 | -4.9% | -23.9% | -7.6 | -29.5% | 0.8% | 0.8% | -4.3% | 1.4% | 2.0%
O=c1c(OC2OC(CO)C(O)C(O)C2O)c(-c2ccc(O)c(O)c2)oc2cc(O)cc(O)c12 (stereo not given) | -1.5 | 0.8 | -1.7% | 2.3% | -1.4 | -5.4% | 1.2% | -0.8% | -3.9% | 12µM* | 14.2%
CS(=O)(=O)c1ccccc1-c1nc(-c2ccc([N+](=O)[O-])cc2)no1 | 8.5 | -1.9 | 0.7% | 0.6% | 9.4 | -2.4% | -2.6% | -3.5% | 0.1% | -1.7% | -0.4%
CCC1=Nc2cc(C(=O)NCCCOC(C)C)ccc2Sc2ccccc21 | 2.5 | 8.6 | -3.5% | -0.7% | -10.6 | 8.9% | -2.4% | -2.2% | 0.1% | -2.9% | -16.1%
Cc1ccc(C(=O)NNC(=S)NC(=O)COc2ccccc2)cc1 | 11.0 | 1.5 | -10.6% | ? | 0.9 | -20.0% | 0.7% | -17.6% | 0.0% | -5.7% | -5.1%
C=CCN1C(=O)/C(=C\C=C2\N(C)c3ccccc3C2(C)C)SC1=S | -40.5 | 4.7 | -0.9% | -13.0% | 7.2 | -5.8% | -3.2% | -3.3% | -2.9% | 15.0% | -4.2%
COc1ccc(CCNC(=O)COc2ncnc3ccccc23)cc1OC | 9.8 | 2.1 | 0.9% | -2.6% | -0.6 | 7.6% | -3.2% | -2.3% | 2.1% | -1.2% | -4.9%
CCCC1(CCC)NC(=O)N(CC(=O)Nc2ccccc2OC)C1=O | 13.4 | 4.9 | -1.2% | 19.1% | -8.3 | 0.8% | 12.4% | 1.9% | -1.6% | 2.7% | 3.5%
O=C(N/N=C/c1c(O)ccc2ccccc12)c1ccc(CO)nc1 | -10.8 | -2.2 | ? | 3.98µM* | 0.9 | 6.31µM* | -36.5%[inhibitor] | ? | -33.8%[inhibitor] | -0.1% | -13.7%
Further results follow.
SMILES | KCNH2 3.1 inh | Coupling enz | ELG1 genotox | RORg inh | Giardia kill | VP16 counter | Rab9 promoter act | FLuc counter | NPC1 promoter act | Tb PFK inh | uPA surface inh
COc1ccc(O)c(C2(O)C(=O)c3ccccc3C2=O)c1 | -13.6 | 2.3 | -0.4% | 0.0% | 9.1 | -5.8% | -4.7% | -0.7% | -2.1% | 0.5% | -2.0%
O=C(NCCN1CCOCC1)c1noc2c1CCc1ccccc1-2 | 1.7 | -1.3 | 16.4µM* | 16.0% | -8.5 | -7.4% | 2µM* | ? | ? | -7.6% | .
COC(=O)c1cnc(Nc2cccc(C(F)(F)F)c2)c([N+](=O)[O-])c1 | -6.9 | -0.8 | -0.5% | 9.3% | 1.5 | 1.5% | -9.4% | -0.7% | -3.9% | -5.8% | 1.8%
COc1cc(C)c(C(=O)CSc2nnc(CNC(=O)c3ccco3)n2C)cc1C | 5.1 | -0.3 | 2.2% | -20.2% | -18.5 | 9.9% | 0.1% | 2.0% | -1.9% | -0.2% | 6.2%
O=C1CSC(c2ccc(F)cc2)N1c1nc2ccccc2s1 (stereo not given) | -5.4 | 2.1 | 1.1% | 37.3% | -5.6 | 0.9% | -2.5% | -29.8% | -3.7% | 8.2% | 1.1%
CCCc1cc(=O)oc2cc(C)cc(OCC(=O)N[C@@H](CSCc3ccccc3)C(=O)O)c12 | 3.1 | 9.2 | 1.0% | 11.7% | 0.1 | -1.7% | -5.1% | -0.3% | -3.0% | 2.4% | 12.2%
Cn1c(-c2ccccc2)n[nH]c1=S | -15.2 | 3.7 | -0.6% | ? | 8.3 | -8.6% | 0.6% | -0.6% | -1.1% | -5.3% | 0.3%
C[C@@]12C(=O)N(c3cccc(F)c3)C(=O)N1[C@H](c1ccc(Cl)cc1)[C@@H]1C(=O)N(C3CCCCC3)C(=O)[C@@H]12 | 7.8 | . | -7.8% | . | 9.9 | . | 0.7% | 2.5% | -1.1% | -3.3% | -15.9%
O=C(CCN1C(=O)S/C(=C\c2ccccc2)C1=O)Nc1ccc(S(=O)(=O)Nc2nccs2)cc1 | -0.8 | 4.8 | 2.4% | 23.8% | -17.2 | 4.6% | -0.3% | ? | 1.6% | 3.1% | -4.4%
Cc1ccc(-c2csc(NC(=O)c3c(C)noc3C)n2)s1 | -21.7 | . | 1.4% | . | 8.1 | . | . | . | . | 6.8% | -5.4%
CC1(CCC(=O)N2CCCC(Nc3ccc(F)cc3)C2)CC1 (stereo not given) | 3.3 | . | -8.3% | 13.8% | -14.1 | 6.3% | 3.9% | 6.3% | -0.3% | -2.3% | -4.9%
CC(C)(C)OC(=O)NCC(=O)Oc1cc2oc(=O)cc(-c3ccccc3)c2cc1Cl | 3.2 | 16.0 | -9.3% | -7.1% | -4.0 | 5.2% | -5.3% | ? | -1.7% | 2.9% | 1.7%
C/C(CC(=O)Nc1ccc(N(C)C)cc1)=N\NC(=O)c1ccc(Cl)cc1Cl | -7.7 | 1.8 | 7.6% | 11.2µM* | -16.9 | -10.9% | 6.7% | -17.6% | -0.9% | -2.4% | 2.9%
N#Cc1c(N)sc2c1CCN(C(=O)OCc1ccccc1)C2 | -6.0 | -39.2* | ? | -17.1% | -4.8 | -2.9% | -1.5% | ? | 2.5% | ? | -15.5%

High-throughput results: PubChem BioAssay, National Center for Advancing Translational Sciences (NCATS)

No enrichment for hits (roughly 14% active in at least one column).
